Epigenetic derep – Quantitative High-Throughput Screen for Regulators of Epigenetic Control. actives 0.2% (n = 280,000). Potency, µM (series often up to 53.9 µM), for the others: at the top dose GFP activation, hits mostly activators. murine LDR cells, GFP reporter derepression, 30 h; also: potency is read from the fitted curve at half-maximal effect; % of control where 0% means no effect; nearly all actives have a fitted effect of over 60% in size
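Derepression of a silenced CMV-GFP reporter in murine LDR cells is scored by enumerating GFP-positive cells with a laser-scanning microplate cytometer after 30 hours of treatment at 37 C.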
Tau FP inhib – qHTS for Inhibitors of Tau Fibril Formation, Fluorescence Polarization; Microtubule-associated protein tau (Homo sapiens), P10636; K18 P301L tau heparin fibrillization, Alexa594 FP, 6 h; Potency, µM (top dose mostly 57.7 µM), without a hit: top-dose activity, negative = inhibition, hits mostly inhibitors; actives 0.39% (n = 280,000); AID 1468, 2008; also: potency is read from the fitted curve at half-maximal effect; % is scaled to controls: 0 for no effect and ±100 for the full control effect; nearly all actives have a fitted effect of over 55% in size
Target sequence (P10636 561-689 P618L limits assumed): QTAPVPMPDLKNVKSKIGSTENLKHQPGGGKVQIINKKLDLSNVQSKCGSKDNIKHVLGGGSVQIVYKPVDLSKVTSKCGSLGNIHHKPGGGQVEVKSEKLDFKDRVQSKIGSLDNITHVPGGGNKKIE
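Steps: dispense K18 P301L tau (15 uM plus 0.24 uM Alexa 594 tracer, final) in pH 7 sodium acetate; add compound; add heparin (20 uM final); incubate 6 hr, 37 C; add ThT (30 uM final); after 1 hr ambient, read FP.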
TRb SRC2 PPI – qHTS for Inhibitors of the Interaction of Thyroid Hormone Receptor and Steroid Receptor Coregulator 2; Thyroid hormone receptor beta (Homo sapiens), P10828; AID 1469, 2008; actives 0.065% (n = 280,000); Potency, µM (series often up to 106 µM), inactives show top-dose activity change, negative = inhibition, most hits filed as inhibitors; TRbeta-SRC2 peptide binding, fluorescence polarization; receptor liganded with 1 µM T3;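 also: potency is read from the fitted curve at half-maximal effect; plate controls were bound peptide for no effect and peptide without receptor for full effect; nearly all actives have a fitted effect of over 50% in size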
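Each compound concentration gave % activity, normalized to unbound and bound Texas Red SRC2 controls, from polarization read after 5 hr ambient incubation with T3-loaded human TRb LBD.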
Tau fluor counter – Counterscreen qHTS for Inhibitors of Tau Fibril Formation, Fluorescence Polarization; tau K18 P301L (four-repeat tau fragment) Alexa594 fluorescence, heparin fibrillization; actives 0.93% (n = 280,000); Potency, µM (series often up to 57.7 µM), for inactives: top-dose activity change, negative = decrease; AID 1463, 2008; also: potency is read from the fitted curve at half-maximal effect; % is scaled to controls: 0 for no effect and ±100 for the full control effect; nearly all actives have a fitted effect of over 55% in size
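Human K18 P301L tau (15 uM unlabeled plus 0.24 uM Alexa 594-labeled, final) in 100 mM sodium acetate pH 7 was mixed with compound and 20 uM heparin and incubated 6 hr at 37 C.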
CBFb-RUNX1 inh – qHTS Assay for Compounds Blocking the Interaction Between CBF-beta and RUNX1 for the Treatment of Acute Myeloid Leukemia; 230,000 tested, under 10 active; AlphaScreen CBFb-His/RUNX1-biotin binding, biochemical; AID 1477, 2009; Potency, µM (top dose mostly 59.8 µM), without a hit: top-dose activity, negative = inhibition, hits mostly inhibitors; Runt-related transcription factor 1 (Homo sapiens) + Core-binding factor subunit beta …; also: % of control where 0% means no effect
Target sequence (Q01196 whole entry, looked up): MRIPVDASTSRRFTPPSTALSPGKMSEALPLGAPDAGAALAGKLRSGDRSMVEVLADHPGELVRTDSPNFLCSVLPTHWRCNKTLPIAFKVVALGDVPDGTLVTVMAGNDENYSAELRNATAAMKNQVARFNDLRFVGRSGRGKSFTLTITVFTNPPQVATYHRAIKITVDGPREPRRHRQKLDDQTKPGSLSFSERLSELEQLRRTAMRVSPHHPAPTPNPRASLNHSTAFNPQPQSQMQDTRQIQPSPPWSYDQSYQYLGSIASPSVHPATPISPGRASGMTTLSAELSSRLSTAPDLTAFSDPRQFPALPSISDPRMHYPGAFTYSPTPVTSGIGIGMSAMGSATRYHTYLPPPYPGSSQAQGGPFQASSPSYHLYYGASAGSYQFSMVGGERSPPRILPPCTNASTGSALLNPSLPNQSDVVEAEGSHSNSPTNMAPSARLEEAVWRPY
Target sequence (Q13951 whole entry, looked up): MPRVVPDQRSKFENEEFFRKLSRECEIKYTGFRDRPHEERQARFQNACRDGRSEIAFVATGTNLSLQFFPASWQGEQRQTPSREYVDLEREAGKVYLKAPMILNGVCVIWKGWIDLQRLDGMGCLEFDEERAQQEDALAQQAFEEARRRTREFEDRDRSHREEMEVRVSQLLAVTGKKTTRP
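Interaction loss through any mechanism counts as activity. Pre-formed complex of His-CBF-beta and biotin-RUNX1 (30 nM apiece) is incubated with compound 15 min, then with 50 ng nickel and 50 ng streptavidin beads for 90 min before AlphaScreen detection.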
TexasRed fluor – Total Fluorescence Counterscreen for Inhibitors of the Interaction of Thyroid Hormone Receptor and Steroid Receptor Coregulator 2 | TRb/SRC2 Texas Red total fluorescence interference | Potency, µM (titrated, usually from 106 µM), without a hit: at the highest dose fluorescence change, negative = quenching | actives 0.29% (n = 280,000); active = well fitted curve in either direction with a large enough effect; inconclusive = small, poorly fitted or top-dose-only effect; also: potency is read from the fitted curve at half-maximal effect; % is scaled to controls: 0 for no effect and ±100 for the full control effect
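Human TRβ ligand-binding domain (0.6 uM) and Texas Red SRC2 peptide (20 nM) in Tris buffer with 1 uM T3 and 5% DMSO were incubated with pinned compound for 5 hr at ambient temperature. Total fluorescence was computed as S + 2P (555/632 nm).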
GLA spleen mod – qHTS Assay for Inhibitors and Activators of Human alpha-Galactosidase From Spleen Homogenate; Alpha-galactosidase A (Homo sapiens), P06280; human spleen homogenate, 4MU-alpha-Gal fluorescence, 40 min; Potency, µM (doses to about 80 µM), for the others: top-dose activity change, negative = inhibition, actives largely listed as inhibitors; actives 0.008% (n = 240,000);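 also: potency is read from the fitted curve at half-maximal effect; 0% = enzyme with vehicle and -100% = no enzyme basal signal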
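Fluorogenic readout (Ex 365/Em 440 nm) of 4-methylumbelliferone released from 1 mM 4-MU-alpha-galactoside by spleen homogenate, 40 min at 37C, pH 5.0. Data normalized to no-enzyme and enzyme controls; Hill-equation AC50 from compound titrations.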
NPSR antagonist – qHTS Assay for Antagonists of the Neuropeptide S Receptor: cAMP Signal Transduction | Q6W5P4 | CHO-NPSR cells, cAMP TR-FRET, antagonist mode | Potency, µM (doses to about 38.3 µM), for the others: at the top dose activity change, negative = inhibition, most hits filed as inhibitors | actives 1% (n = 220,000); also: potency is read from the fitted curve at half-maximal effect; % is scaled to controls: 0 for no effect and ±100 for the full control effect; nearly all actives have a fitted effect of over 50% in size; many of its hits are not listed in these tables
Starred values were filed as active, the others as inactive; ? = inconclusive; . = not tested or not shown; & = joins results of further samples; [ ] = dose if it differs, or a comment. Unless noted, calls follow the shape of the dose curve; as a rule, active = well fitted curve in the direction sought with a large enough effect; inconclusive = small, poorly fitted or top-dose-only effect, or another doubt; inactive = no such curve, though single readings can be large; an effect the other way counts as inactive or inconclusive. The list is partial (hit frequency here may not be typical).

SMILES	Epigenetic derep	Tau FP inhib	TRb SRC2 PPI	Tau fluor counter	CBFb-RUNX1 inh	TexasRed fluor	GLA spleen mod	NPSR antagonist
CCCCNc1nc2cccnc2s1	-0.9%	-3%	-8%	-3%	10%	-1%	4%	12%
Cc1ccc(N2C(=O)C(CN(C)C)C2c2ccccc2)cc1 (stereo not given)	-1.1%	3%	-10%	-5%	-4%	1%	-9%	3%[46.1 µM]
COc1ccc(C(=O)CSc2n[nH]c(N)n2)cc1	-2.4%	7%	-14%	-2%	0%	0%	-3%	-1%[46.1 µM]
O=c1cc(CN2CCN(S(=O)(=O)c3ccccc3[N+](=O)[O-])CC2)nc2sccn12	-1.4%	0%	-2%	-1%	3%	-1%	13%	6%
O=C(CN(Cc1ccccc1)C(=O)c1csnn1)NCc1ccccc1	-1.6%	0%	-3%	4%	4%	1%	-4%	-9%
N#C/C(=C(/N)Sc1ccc(N)cc1)c1ccccc1C(F)(F)F	2.2%	13%	4%&-2%	?	5%&1%	-28%&4%	6%&-1%	.
O=C(CSc1nnc(SCc2ccccc2)s1)NNC(=S)Nc1ccccc1	0.0%	3%	-8%	0%	0%	4%	0%	-2%
Cc1cccc(/C(N)=N/OC(=O)c2ccc3c(c2)OCO3)c1	0.0%	-3%	0%	-7%	-2%	2%	-7%	-9%[46.1 µM]
O=C1Nc2ccccc2C12OCCCO2	10.0%	-10%	-6%	-8%	6%	-3%	7%	19%[46.1 µM]
O=[N+]([O-])c1cc(C(F)(F)F)ccc1Sc1ccccn1	1.1%	-3%	-3%	-17%	3%	6%	-5%	10%
CCCCCCCCOc1c(OC)cc(/C=C/C(=O)N2CCN(c3ccc(C)c(C)c3)CC2)cc1OC	.	.	-17%	.	18%	?	-17%	.
COc1ccc(OC)c(-n2nnnc2SCC(=O)Nc2nc(C)c(C)s2)c1	4.8%	?	-6%	-21%	-1%	1%	8%	-1%[46.1 µM]
CCN(CC)c1ccc(/C=N/N=C(N)N)c(O)c1	6.9%	10%	-3%	?	-15%	4%	12%	-6%
O=C1CC(c2ccccc2)NC(=O)N1 (stereo not given)	-17%	4%	9%	-3%	1%	1%	-10%	-16%[46.1 µM]
CCOC(=O)c1ccc(NC(C)=O)c([N+](=O)[O-])c1	-0.3%	-2%	1%	6%	5%	-2%	1%	12%
O=c1[nH]c(C(F)(F)F)nc2c1nnn2Cc1ccccc1F	-0.4%	3%	-6%	-4%	-3%	1%	-5%	-7%[46.1 µM]
COCCNc1ncnc2c1cnn2-c1ccc(Cl)cc1	2.1%	-6%	-1%	-8%	2%	0%	-5%	-5%
O=C(CCSc1ccccc1)Nc1ncccn1	0.1%	5%	-2%	-2%	4%	-3%	-2%	-3%[46.1 µM]
CCN(CC)CCP(=O)(c1ccccc1)c1ccccc1	0.0%	-7%	0%	-2%	-2%	-6%	-3%	-6%[46.1 µM]
CCOc1cc2[nH]c(=O)n(CCCCC(=O)NCc3ccco3)c(=O)c2cc1OCC	12%	1%	3%	-2%	2%	-5%	2%	-9%[46.1 µM]
O=C(c1cc(Cl)ccc1[N+](=O)[O-])n1cnc2ccccc21	-1.9%	17%	3%	-17%	-8%	0%	5%	23%
COCCNC(=O)CN1C(=O)COc2ccc(Cl)cc21	8.6%	2%	6%	-5%	4%[2.36 µM]	0%	-4%	12%
CCC(=O)Oc1cccc(C(=O)Nc2ccc(-c3nnc(-c4ccco4)o3)cc2)c1	0.7%	?	3%	?	-2%	-2%	8%	?
O=C(C1=C[C@@H](C2CCCCC2)C[C@@H](OCc2ccc(CO)cc2)O1)N1CCN(Cc2ccccc2)CC1	-1.5%	13%	-5%	-14%	3%	-3%	6%	?
Cc1ccc2oc(-c3cc(NC(=O)c4ccc5c(c4)OCCO5)cc(C)c3O)nc2c1	?	-14%	7%	-29%	.	-4%	.	.

Continuation:
SMILES	Epigenetic derep	Tau FP inhib	TRb SRC2 PPI	Tau fluor counter	CBFb-RUNX1 inh	TexasRed fluor	GLA spleen mod	NPSR antagonist
CCOC(=O)c1[nH]c2ccc(OC)cc2c1NC(=S)N1CCN(C(=O)OCC)CC1	0.2%	-2%	-1%	-12%	-9%	-1%	-1%	-10%
O=C(CN1CCN(c2nc(-c3ccc(Cl)cc3)cs2)CC1)NCc1ccco1	-2.0%	8%	2%	-23%	-4%	-4%	-4%	-10%[46.1 µM]
Nc1ccc(-n2nnnc2-c2ccco2)cc1	0.0%	-5%	-7%	-6%	7%	0%	-4%	-10%[46.1 µM]
Fc1ccc([C@@H]2CCNC[C@H]2COc2ccc3c(c2)OCO3)cc1	-0.1%&-1.1%	9%&-1%	-4%&2%&-6%	-3%&-3%	?	4%&-8%&3%	-9%&5%&-7%	-4%[46.1 µM]
CCCSc1ncc(Cl)c(C(=O)N(Cc2ccc(Cl)cc2)Cc2ccco2)n1	1.9%	-13%	0%	-17%	.	?	.	.
COC/C=C/C1=CC2=CC(=O)C(C)(OC(=O)c3cnc4ccccc4n3)C(=O)C2=CN1CCN1CCOCC1 (stereo not given)	2.3%	?	-1%[11.2 µM]	?	3%[13.1 µM]	-2%[11.2 µM]	1%[17.5 µM]	-28%
O=C(CCCCCN1C(=O)c2ccccc2C1=O)NCCc1nc2ccccc2[nH]1	0.7%	0%	-6%	-8%	-6%	-2%	7%	1%[46.1 µM]
Cc1ccc(-c2nnc(Nc3ccc(O)cc3)c3ccccc23)cc1S(=O)(=O)NC(C)(C)CO	-3.0%	9%	-5%	?	.	-12%	.	.
COc1ccc(S(=O)(=O)N(CCC(=O)O)Cc2ccccc2)cc1	0.0%	6%	0%	2%	9%	-1%	-2%	-11%
Cn1c(=O)oc2cc(S(=O)(=O)N3CCCC(C(=O)Nc4ccc(Br)cc4F)C3)ccc21 (stereo not given)	?	-7%	-6%	-18%	.	0%	.	.
CCC(Sc1nc(-c2ccccc2)[nH]c1S(=O)(=O)c1ccc(C)cc1)C(=O)O (stereo not given)	-3.2%	0%	4%	-8%	.	4%	.	.
CCOc1cccc2cc(C(N)=O)c(=N)oc12	0.1%	-1%	2%	-14%	2%	-1%	2%	-5%
Cc1nc2ccccc2nc(C)c1=NOCc1cccc(F)c1	-2.2%	2%	7%	-7%	23%	-3%	-1%	-22%
C=CCn1c(SCc2ccc3nonc3c2)nnc1-c1cccs1	-1.1%	3%	-16%	-10%	1%	1%	1%	-12%[46.1 µM]
CCN(CC)CCNC(=O)c1nn(-c2ccc(C)cc2)c(=O)c2c1c1ccccc1n2C	1.2%	-2%	-18%	-1%	-1%	-2%	2%	-1%[46.1 µM]
O=C(c1ccco1)N1CCN(C(=O)C2CCCN(S(=O)(=O)c3cccc4nsnc34)C2)CC1 (stereo not given)	1.8%	-1%	-5%	-7%	2%	2%	-3%	-7%[46.1 µM]
NC(=O)COC(=O)c1ccccc1Oc1ccccc1	3.2%	-5%	0%	-5%	-9%	0%	7%	17%
Cc1cc(Br)c(OCc2ccc(C(=O)N/N=C3\CC4CC=CC34)cc2)c(Br)c1 (stereo not given)	-3.2%	8%	-8%	-28%	4%	-4%	-1%	-9%
CCOC(=O)c1cc(=O)n2nc(-c3ccccc3F)nc2s1	0.0%	-4%	3%	-17%	-2%	1%	3%	?
COc1cc(C)c(Cl)cc1S(=O)(=O)NCCCN1CCOCC1	-4.5%	-8%	2%	-5%	-4%	2%	12%	0%[46.1 µM]
CN(CCC#N)c1ccc(/C=C(\C#N)c2ccccn2)cc1	0.0%	12%	1%	-25%	12%	0%	-5%	-5%
Cc1ccsc1C1C(C#N)=C(N)Oc2n[nH]c(C)c21 (stereo not given)	0.0%	4%	6%	-8%	-4%	-5%	1%	1%
CCC(CC)N=C1NS(=O)(=O)c2cc([N+](=O)[O-])ccc21	-2.8%	4%	2%	-1%	7%	-1%	2%	-6%
CCCCn1c(-c2ccc(C)cc2)c(C)n2c3c(=O)n(C)c(=O)n(C)c3nc12	0.8%	5%	5%	4%	.	-1%	.	.
Nc1c(C(=O)c2ccccc2)sc2snc(SCC(=O)c3ccccc3)c12	1.4%	?	-3%	?	?	-10%	3%	-10%[46.1 µM]
O=C1NCCCC1C(=O)Nc1ccccc1C(F)(F)F (stereo not given)	0.0%	1%	-13%	5%	3%	-2%	-5%	-4%[46.1 µM]
Cc1ccc2nc(SCc3ccc([N+](=O)[O-])cc3)[nH]c2c1	-2.1%	3%	15%	?	2%	1%	9%	?
CCOC(=S)SCC(=O)N1CCc2cc(OC)c(OC)cc2C1C1C(=O)CC(C)(C)CC1=O (stereo not given)	-1.8%	4%	-1%	3%	-9%	-1%	-6%	7%
CN(C)C(=O)c1ccc(S(=O)(=O)NCc2ccc(Cl)cc2)s1	-2.9%	-1%	-3%	2%	.	-4%	.	.

4 records picked at random from the list so far, as already listed:
SMILES	Epigenetic derep	Tau FP inhib	TRb SRC2 PPI	Tau fluor counter	CBFb-RUNX1 inh	TexasRed fluor	GLA spleen mod	NPSR antagonist
NC(=O)COC(=O)c1ccccc1Oc1ccccc1	3.2%	-5%	0%	-5%	-9%	0%	7%	17%
CCCCn1c(-c2ccc(C)cc2)c(C)n2c3c(=O)n(C)c(=O)n(C)c3nc12	0.8%	5%	5%	4%	.	-1%	.	.
Cc1ccc2nc(SCc3ccc([N+](=O)[O-])cc3)[nH]c2c1	-2.1%	3%	15%	?	2%	1%	9%	?
CN(C)C(=O)c1ccc(S(=O)(=O)NCc2ccc(Cl)cc2)s1	-2.9%	-1%	-3%	2%	.	-4%	.	.

Compound activity deposited in PubChem BioAssay by National Center for Advancing Translational Sciences (NCATS).
